TRPV1 ag: HTS Assay for Compounds that Act as Agonists of the Vanilloid Receptor 1 | TRPV1-expressing cells, Fluo-8 calcium influx, agonist mode | Transient receptor potential cation channel subfamily V member 1 (Homo sapiens), Q8NER1 | hit rate 0.19% among 320,000 | activation, % at 8.33 µM; in the data active = activation above about 80%; inconclusive = between about 30% and that limit; note: 0% is about no effect
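Cells expressing TRPV1 were dye-loaded with Fluo-8 and read kinetically: 10 s baseline, 3 min after compound (agonist portion), then 2 min after EC20 capsaicin (allosteric enhancer portion). Calcium-bound dye fluorescence at 480/520 nm.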
A-T KAP1 phos: qHTS Assay for Identifying a Potential Treatment of Ataxia-Telangiectasia; […] A-T fibroblasts, KAP-1 phosphorylation AlphaLISA; neocarzinostatin DNA damage 30 min before lysis; Potency, µM (titrated, usually from 57.5 µM), for inactives: at the highest dose activation, actives largely listed as activators; hit rate 0.19% among 320,000; note: potency is the fitted concentration of half-maximal effect; % of control where 0% means no effect; nearly all actives have a fitted effect of over 45% in size
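ATM-like activity read as KAP-1 phosphorylation via AlphaLISA donor/acceptor antibody pairs after lysis and 6 hr at 25C. Cells were ATM-null patient fibroblasts ([…], hTERT), dosed 60 min, then exposed to the DSB inducer NCS for 30 min.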
p53 reactivator: qHTS assay for re-activators of p53 using a Luc reporter; hit rate 0.063% among 320,000; Potency, µM (titrated, usually from 92.2 µM), for the others: at the highest dose activity change, positive = activation, usual class: activators; H1299 p53-A138V BP100-luciferase reporter, luminescence, 24 h; note: potency is the fitted concentration of half-maximal effect; % of control where 0% means no effect; nearly all actives have a fitted effect of over 45% in size
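p53-null H1299 cells stably carrying temperature-sensitive p53-A138V and a BP100-luciferase reporter were pinned with compounds (4-point, 1:5 series) and held 24 hrs at 37 deg C. Luminescence was read 10 min after detection reagent.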
BRCA1 expr up: qHTS Assay to Identify Small Molecule Activators of BRCA1 Expression. MCF7-BRCA1-FFLuc reporter, luminescence, 48 h; response scale: scaled: vehicle 0%, 10 µM genistein 100%. Potency, µM (highest dose often 46.1 µM), for inactives: at the highest dose activation, most hits filed as activators. hit rate 1.1% among 380,000. AID 624202, 2012; note: potency is the fitted concentration of half-maximal effect; nearly all actives have a fitted effect of over 80% in size; some results filed as inactive show a strong effect at the top dose
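MCF7 cells carrying a BRCA1-firefly luciferase reporter (2000 cells/well, phenol-red free MEM) were attached for 2 h at 37 °C, then given compounds for 48 h. Luminescence was read 15 min after luciferase reagent; activity normalized to genistein (10 microM) and DMSO.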
ELG1 DNA repair: qHTS screen for small molecules that inhibit ELG1-dependent DNA repair in human embryonic kidney (HEK293T) cells expressing luciferase-tagged ELG1. hit rate 2.3% among 330,000. Potency, µM (series often up to 46.1 µM), for the others: at the top dose activity change, negative = inhibition, hits mostly inhibitors. HEK293T ELG1-luciferase reporter, luminescence, 16 h; DNA damage induced by 5-fluorouridine; note: potency is the fitted concentration of half-maximal effect; % is set by controls: 0 for no effect and ±100 for the full control effect; nearly all actives have a fitted effect of over 55% in size
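HEK293T cells expressing luciferase-tagged ELG1 (2,000/well) received 5-Fluorouridine plus compound or DMSO for 16 hr at 37 °C. Luciferase was read by ONE-Glo luminescence after 30 min at room temperature.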
TCR act: Activators of T cell receptors: qHTS campaign; primary human leukocytes, anti-CD3, IL-2 HTRF, 48 h; Potency, µM (series often up to 9.22 µM), without a hit: at the highest dose activation of IL-2 secretion, usual class: activators; 330,000 tested, under 10 active; note: % of control where 0% means no effect
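Primary human leukocytes were stimulated with a-CD3 beads plus compounds for 48 hr without co-stimulation; secreted IL-2 was quantified by HTRF using a-IL-2-K (europium cryptate) and a-IL-2-d2, excited at 320nm with acceptor emission read at 665nm.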
Integrin act MD: qHTS for Activators of Integrin-Mediated Alleviation for Muscular Dystrophy | alpha7betagal myoblasts, beta-gal FDG fluorescence, 48 h | Potency, µM (titrated, usually from 38.3 µM), for inactives: at the highest dose activation, most hits filed as activators | hit rate 0.064% among 350,000 | AID 624291, 2012;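 note: potency is the fitted concentration of half-maximal effect; 100% = response of the positive control SU9516; nearly all actives have a fitted effect of over 60% in size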
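alpha7betagal+/- myoblasts (passage 13, 250/well) treated 48 h at 37C with compounds at 1:260 dilution of DMSO stock. Lysed, then beta-galactosidase activity read as FDG fluorescence (ex 480/em 540) after 30 min, with pre-read for autofluorescence.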
B2AR arrestin: qHTS assay of beta-arrestin-biased ligands of beta2-adrenergic receptor | Beta-2 adrenergic receptor (Homo sapiens), P07550 | beta-arrestin recruitment to beta2AR, cell-based reporter | Potency, µM (series often up to 46.1 µM), for inactives: at the highest dose activation, actives largely listed as activators | hit rate 0.02% among 330,000 | AID 492947, 2010;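 note: potency is the fitted concentration of half-maximal effect; 0% = DMSO controls and full agonism = EC100 isoproterenol or metaproterenol; nearly all actives have a fitted effect of over 65% in size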
Target sequence (P07550 whole entry, looked up): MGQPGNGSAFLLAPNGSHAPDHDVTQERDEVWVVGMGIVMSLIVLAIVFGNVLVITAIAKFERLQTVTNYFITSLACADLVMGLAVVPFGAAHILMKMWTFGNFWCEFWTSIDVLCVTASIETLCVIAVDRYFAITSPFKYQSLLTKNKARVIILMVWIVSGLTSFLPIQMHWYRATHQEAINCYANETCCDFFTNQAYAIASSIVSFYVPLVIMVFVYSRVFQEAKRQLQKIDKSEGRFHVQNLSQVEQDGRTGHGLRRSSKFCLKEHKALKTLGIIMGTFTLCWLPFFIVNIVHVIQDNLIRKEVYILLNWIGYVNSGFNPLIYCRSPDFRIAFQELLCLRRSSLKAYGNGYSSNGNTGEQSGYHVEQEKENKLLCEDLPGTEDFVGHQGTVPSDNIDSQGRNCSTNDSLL
MLL CXXC-DNA inh: qHTS Fluorescence Polarization Assay for Inhibitors of MLL CXXC domain - DNA interaction; Potency, µM (doses to about 115 µM), without a hit: at the top dose activity change, negative = inhibition, most hits filed as inhibitors; hit rate 0.037% among 290,000; MLL-CXXC / FITC-HOXA9 DNA fluorescence polarization; active = well fitted inhibition curve with a large enough effect in the polarisation, with a control signal flat, not every such curve was filed as active; inconclusive = small, poorly fitted or top-dose-only effect, or effect the other way, or a change in a side signal; inactive = no such curve, though single readings can be large or run the other way; the % refers to the polarisation; note: potency is the fitted concentration of half-maximal effect
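Steps: dispense CXXC domain solution (7 uM) → pin compounds or unlabeled HOX-A9 DNA control → 5 min ambient → add FLSN-HOX-A9 solution (50 nM) → spin → 30 min ambient → fluorescence polarization. Tris pH 7.5/NaCl/DTT/BSA buffer.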
TSG101-PTAP inh: qHTS Assay for Iinhibitors of HIV-1 Budding by Blocking the Interaction of PTAP/TSG101; 340,000 tested, under 10 active; Potency, µM (highest dose often 115 µM), for inactives: at the top dose activity change, negative = inhibition, usual class: inhibitors; Tumor susceptibility gene 101 protein (Homo sapiens), Q99816; Fluorescence polarization, FITC-PTAP peptide / Tsg101 binding; active = well fitted inhibition curve with a large enough effect in the main read-out, with a control signal flat, not every such curve was filed as active; inconclusive = small, poorly fitted or top-dose-only effect, or effect the other way, or a change in a side signal; inactive = no such curve, though single readings can be large or run the other way; note: potency is the fitted concentration of half-maximal effect; % of control where 0% means no effect
Target sequence (Q99816 whole entry, looked up): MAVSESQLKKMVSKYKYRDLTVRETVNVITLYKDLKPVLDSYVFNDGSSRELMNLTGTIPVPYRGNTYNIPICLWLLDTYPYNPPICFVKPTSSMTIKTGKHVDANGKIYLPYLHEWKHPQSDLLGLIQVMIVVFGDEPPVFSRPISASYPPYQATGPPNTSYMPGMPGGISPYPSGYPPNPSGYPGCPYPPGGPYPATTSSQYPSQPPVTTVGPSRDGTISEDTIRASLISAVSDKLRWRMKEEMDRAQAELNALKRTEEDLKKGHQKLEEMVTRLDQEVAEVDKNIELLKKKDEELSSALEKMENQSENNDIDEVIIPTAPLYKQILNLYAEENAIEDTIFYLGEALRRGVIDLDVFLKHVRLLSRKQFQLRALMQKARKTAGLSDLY
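FP read-out: FITC-PTAP peptide, 50 nM final, binding Tsg101 binding domain, 10 uM final; 20 min, r.t.; 10 mM HEPES pH 7.5, 0.15 M NaCl, 0.01% Tween 20, 3 mM EDTA, 0.1 mM TCEP.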
Starred values were filed as active, the others as inactive; ? = inconclusive; . = no result given; [ ] = another dose, or the depositor's remark. Unless noted, calls come from the whole dose curve; as a rule, active = well fitted curve in the direction sought with a large enough effect; inconclusive = small, poorly fitted or top-dose-only effect, or another doubt; inactive = no such curve, though single readings can be large; an effect the other way counts as inactive or inconclusive.

compound	TRPV1 ag	A-T KAP1 phos	p53 reactivator	BRCA1 expr up	ELG1 DNA repair	TCR act	Integrin act MD	B2AR arrestin	MLL CXXC-DNA inh	TSG101-PTAP inh
CN(CC(=O)Nc1ccccc1Br)C(=O)CNC(=O)c1ccco1	0.3	-2.9%	4.2%	-5.0%	9.5%	4.6%	-8.2%	-0.2%	.	-3.1%
COc1ccc(-c2nsc3c(N4CCN(S(=O)(=O)c5ccccc5F)CC4)ncnc23)cc1	0.4	-13.8%	8.4%	13.4%	26.2%	-0.7%	-14.8%	-1.9%	15.0%	-1.0%
CCOC(=O)c1ccc(NC(=O)CNC(=O)C2CCCCC2)cc1	7.6	6.2%	0.6%	7.1%	-21.4%	-5.6%	-21.9%	-0.1%	8.4%	1.0%
COc1ccc2[nH]c(=O)c(COC(=O)c3cccs3)cc2c1	-1.2	-1.2%	-1.2%	-20.7%	0.1%	-1.2%[46.1 µM]	0.0%	0.0%	0.0%	-2.0%
COc1ccc(N(CC(=O)NCc2ccccc2)C(=O)CCC(=O)Nc2cc(C)ccn2)c(OC)c1	0.2	?	-4.1%	-11.5%	-0.6%	-1.5%	-8.9%	0.0%	-4.8%	-11.5%
CCN(CC)S(=O)(=O)c1csc(C(=O)Nc2ccccn2)c1	12.0	-13.2%	-12.7%	20.0%	11.0%	3.9%	0.0%	0.4%	0.2%	-1.6%
CCOC(=O)N1CCC(N2Cc3cccc(C(=O)NCc4ccc(OC)cc4)c3C2=O)CC1	2.7	-4.8%	-8.6%	.	?	.	.	8.5%	4.0%	.
CCSc1nc2c([nH]c3ccccc32)c(=O)n1C	-2.0	.	0.9%	-25.4%	10.2%	0.6%	7.9%	0.0%	-9.3%	-1.1%
Cc1n[nH]c(=S)n1-c1ccccc1	-2.8	-6.1%	-1.5%	0.4%	4.9%	-0.5%	21.7%	-0.2%	3.3%	-0.7%
Cc1cc(-c2nn(C)c(=O)c3ccccc23)cc(C)c1O	-0.2	1.5%	-5.2%	-21.7%	2.4%	-10.0%	14.3%	0.4%	-8.1%	-4.3%
CCn1c(=O)cc(OCC(=O)NCc2cccnc2)c2ccccc21	-2.5	-1.9%	6.7%	-37.2%	?	-0.8%	13.9%	-0.4%	-6.1%	-3.0%
COCCNC(=O)/C(C#N)=C\c1ccc(CNS(=O)(=O)c2ccccc2)o1	-3.2	-1.9%	3.1%	0.0%	0.1%	-3.3%	1.9%	-2.0%	-20.1%	-3.2%
O=C(CN1C(=O)NC2(CCc3ccccc32)C1=O)NCc1ccc(Cl)cc1 (configuration not stated)	.	-1.6%	-4.2%	-12.2%	-1.5%	-5.9%	-10.3%	0.4%	.	-9.5%
COC(=O)C1=C(C)Nc2[nH]c(=S)[nH]c(=O)c2C1c1ccc(O)cc1 (configuration not stated)	.	-5.0%	2.7%	5.1%	8.0%	2.8%	6.4%	-0.7%	-7.0%	-8.1%
CN(C)c1ccc(Nc2c3c4c(cccc4n(C)c2=O)C(=O)c2ccccc2-3)cc1	3.2	-6.7%	-6.2%	-72.7%	7.31µM*	-4.5%[46.1 µM]	-9.9%	-0.3%	19.5%	-12.6%
CCC(=O)c1ccc(OCC(=O)Nc2ccc3nc(C)sc3c2)cc1	0.5	-6.7%	3.2%	-2.2%	-8.7%	-4.9%	-0.2%	-0.4%	-2.9%	-0.5%
COC(=O)c1ccc(CNC(=O)[C@@H]2CCCN2S(=O)(=O)c2ccccc2F)cc1	.	9.3%	0.5%	3.3%	-25.0%	4.6%	14.6%	0.3%	.	-7.3%
CNC(=O)c1ccc(N(Cc2ccccc2)S(C)(=O)=O)cc1	2.2	6.0%	1.7%	-7.9%	6.9%	-1.9%	-22.1%	0.0%	-7.7%	0.0%
Cc1ccc(C)c(NC(=O)c2cnc3n(c2=O)CCS3)c1	-0.5	-3.1%	-2.1%	?	?	-35.3%	4.2%	0.1%	-1.7%	-0.6%
CC(=O)Nc1ccc(NC(=O)Nc2cccc(Cl)c2)cc1	?	-1.1%	12.4%	?	?	4.7%	0.2%	-0.4%	6.9%	-2.0%

Later entries:
compound	TRPV1 ag	A-T KAP1 phos	p53 reactivator	BRCA1 expr up	ELG1 DNA repair	TCR act	Integrin act MD	B2AR arrestin	MLL CXXC-DNA inh	TSG101-PTAP inh
COc1ccc(C)cc1NC(=O)CCN1CCN(c2ccccc2F)CC1	12.4	0.2%	.	-5.6%	-0.2%	6.3%	?	-3.1%	5.2%	-3.1%
Cc1cc(N2C(=O)C(O)=C(C(=O)c3ccco3)C2c2cccc(Cl)c2)no1 (configuration not stated)	-2.4	-10.1%	3.7%	?	-18.2%	1.3%	7.2%	-1.0%	-18.0%	-8.7%
CCOc1ccc(N(CC(=O)NCc2ccc(F)cc2)C(=O)c2snc(C(N)=O)c2N)cc1	0.3	-0.9%	-2.8%	-14.1%	16.4%	2.5%	8.5%	0.1%	2.8%	-0.8%
CCCc1cc(=O)[nH]c(SCC(=O)Nc2sc(C(N)=O)c(C)c2C(=O)OCCOC)n1	-2.5	-6.2%	-3.5%	-68.4%	?	4.6%	7.6%	-0.2%	.	-1.9%
Cc1cc(N2CCCC2)ccc1NC(=O)COc1cccc(C(F)(F)F)c1	14.3	2.5%	-12.4%	-37.3%	?	3.0%	-17.2%	-0.2%	1.1%	-0.1%
COc1ccc(CC(=O)Nc2ccc(-c3noc(-c4ccccc4OC)n3)cc2)cc1	3.2	.	2.6%	6.4%	10.6%	3.1%	18.0%	-0.9%	8.4%	-2.6%
CCOc1ccc(S(=O)(=O)N2CCC(C(=O)NC3CC3)CC2)cc1C	-1.1	13.1%	-3.5%	-8.3%	0.1%	-2.5%	33.6%	-0.1%	12.3%	-5.9%
CCN(CC)C(=O)[C@H]1C[C@H](CC(=O)NC(C)(C)C)C(=O)N2CCc3c([nH]c4ccc(Cl)cc34)[C@]12C	.	-3.8%[11.5 µM]	-3.4%	-8.4%	-6.5%	-3.9%[46.1 µM]	-10.0%	0.4%	.	-4.2%
Cc1ccccc1-c1nnc(-c2cccc3ccccc23)o1	.	.	.	50.6%	.	7.7%	?	.	.	64.4%[activator]
O=S(=O)(c1ccc(Cl)cc1)N1CCCC1c1nc(-c2ccc(Cl)cc2)no1 (configuration not stated)	8.9	1.5%	1.1%	-10.0%	-18.2%	-5.0%[46.1 µM]	-3.6%	-0.2%	0.0%	-5.0%
COc1cc(-c2noc(C)c2/C=C/c2ccc(C(=O)O)cc2)cc(OC)c1OC	-0.9	-21.4%	1.7%	-33.2%	-4.6%	12.5%	-14.8%	0.0%	-14.5%	-0.3%
COc1ccc(NS(=O)(=O)c2cccc(-c3nnc4n3CCCCC4)c2)cc1	-2.2	29.8%	5.0%	-18.1%	?	-1.9%	-24.4%	0.4%	0.9%	-2.5%
CC(=O)c1cccc(OCC(=O)NC2CCCCCC2)c1	7.8	14.5%	?	21.4%	?	-5.5%	7.4%	-0.2%	.	0.0%
S=C(NC1CCCCC1)N1CCN(Cc2ccccc2Cl)CC1	29.7	1.4%	-0.9%	-15.9%	?	-2.4%	2.6%	-1.0%	7.3%	-5.9%
COc1ccc2oc(=O)c(C(=O)N3CCCc4ccccc43)cc2c1	5.3	-0.9%	-5.6%	1.2%	-15.7%	-2.0%	-10.8%	0.1%	8.0%	-8.5%
Cc1cccnc1Nc1ncnc(N)c1[N+](=O)[O-]	3.2	-3.5%	3.1%	-2.2%	11.5%	4.4%	14.9%	-0.1%	3.4%	-0.8%
CC(C)CNC1CCS(=O)(=O)C1 (configuration not stated)	3.6	-4.2%	6.5%	-0.9%	0.0%	-4.7%	15.9%	-0.2%	-3.3%	-2.2%
